# RECQ1 helicase = inhibitors of human RECQ1 DNA helicase | P46063 | RECQ1 DNA unwinding, red fluorescence kinetic read | Potency, µM (titrated, usually from 57.3 µM), for the others: top-dose activity, negative = inhibition, usual class: inhibitors | 240,000 compounds, 0.54% hits | AID 2549;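 note: plate controls were vehicle for no effect and no enzyme for full effect; nearly all actives have a fitted effect of over 30% in size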
#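 50 nM RECQ1T1 preincubated 15 min with compound in Tris pH 8.0 buffer with MgCl2, DTT, Tween-20 and 2.5 ug/ml poly(dI-dC); started with 200 nM TAMRA/BHQ-2 forked duplex and 2 mM ATP. Unwinding read as fluorescence (525/598 nm), two reads 2 h apart.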
# JMJD2E inh = JMJD2E (human) inhibition | B2RXH2 | JMJD2E catalytic domain, FDH-coupled NADH fluorescence (FDH is formaldehyde dehydrogenase) | Potency, µM (top dose mostly 57.1 µM), inactives show at the highest dose activity change, negative = inhibition, usual class: inhibitors | 230,000 compounds, 1.6% hits | AID 2147; active = well fitted inhibition curve with a large enough effect, not every such curve was filed as active; inconclusive = small, poorly fitted or top-dose-only effect, or another doubt; inactive = no such curve, though single readings can be large or run the other way;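 note: 0% = wells with enzyme and -100% = buffer wells without enzyme; nearly all actives have a fitted effect of over 50% in size; many of its hits are not listed in these tables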
# Target sequence (B2RXH2 1-337 limits assumed): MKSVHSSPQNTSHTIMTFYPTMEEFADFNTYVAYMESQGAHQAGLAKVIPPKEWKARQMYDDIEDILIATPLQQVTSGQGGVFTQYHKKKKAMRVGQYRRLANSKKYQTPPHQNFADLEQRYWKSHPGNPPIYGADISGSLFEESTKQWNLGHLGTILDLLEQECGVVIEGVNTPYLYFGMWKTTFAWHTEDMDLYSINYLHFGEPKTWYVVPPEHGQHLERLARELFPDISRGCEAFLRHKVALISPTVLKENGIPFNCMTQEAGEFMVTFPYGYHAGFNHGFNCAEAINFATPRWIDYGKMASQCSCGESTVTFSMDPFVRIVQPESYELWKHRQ
# Tau ThT inhib = tau fibrillization inhibition (ThT binding) | Potency, µM (top dose mostly 57.4 µM), for inactives: top-dose activity, negative = inhibition, hits mostly inhibitors | 270,000 compounds, 2.1% hits | recombinant tau K18 P301L (four-repeat tau fragment), heparin-induced fibrillization, ThT fluorescence | P10636 | AID 1460; note: nearly all actives have a fitted effect of over 55% in size
# Target sequence (P10636 561-689 P618L limits assumed): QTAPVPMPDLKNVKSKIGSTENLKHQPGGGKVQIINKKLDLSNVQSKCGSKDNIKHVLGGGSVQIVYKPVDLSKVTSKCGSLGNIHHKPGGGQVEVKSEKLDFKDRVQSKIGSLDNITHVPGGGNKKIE
#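 Heparin-induced (20 uM) aggregation of recombinant human K18 P301L tau, 15 uM unlabeled with 0.24 uM labeled, pH 7 acetate buffer, 6 hr at 37 C with compound. Fibrils quantified by 30 uM ThT fluorescence after 1 hr ambient incubation.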
# L3MBTL1 inh = inhibitors of human L3MBTL1; Q9Y468; AlphaScreen L3MBTL1–H3K9me1 peptide binding; Potency, µM (top dose mostly 57.1 µM), inactives show at the top dose activity, negative = inhibition, usual class: inhibitors; 230,000 compounds, 0.66% hits; note: nearly all actives have a fitted effect of over 60% in size
#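 First, the protein-peptide complex forms for 30 min at room temperature (L3MBTL1 50 nM, biotinylated H3K9me1 peptide 75 nM). Next, compounds are pin-transferred and incubated 30 min. Finally, AlphaScreen beads are added and read after 30 min.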
# Tau FP inhib = tau fibrillization inhibition (FP) | P10636 | K18 P301L tau heparin fibrillization, Alexa594 FP, 6 h | Potency, µM (titrated, usually from 57.7 µM), for inactives: top-dose activity, negative = inhibition, hits mostly inhibitors | 280,000 compounds, 0.39% hits | AID 1468; note: nearly all actives have a fitted effect of over 55% in size
#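 K18 P301L tau (15 uM unlabeled/0.24 uM Alexa 594-labeled, final) + compound + heparin 20 uM final; 100 mM NaOAc pH 7; 6 hr 37 C; ThT 30 uM final added, 1 hr RT; FP ex 555/em 632 nm.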
# GoLoco inh red = RGS12 GoLoco-Gai1 interaction inhibition; P63096; 230,000 compounds, 0.44% hits; Potency, µM (highest dose often 61.6 µM), without a hit: at the highest dose activity, negative = inhibition, hits mostly inhibitors; Gai1:RGS12 GoLoco peptide FP, rhodamine, 10 min; AID 880; active = well fitted inhibition curve with a large enough effect, not every such curve was filed as active; inactive = no such curve, though single readings can be large or run the other way; note: nearly all actives have a fitted effect of over 30% in size; many of its hits are not listed in these tables
# TRb-SRC2 inh = TRbeta-SRC2 interaction inhibition | P10828 | TRbeta-SRC2 peptide binding, fluorescence polarization; receptor liganded with 1 µM T3 | Potency, µM (highest dose often 106 µM), inactives show top-dose activity change, negative = inhibition, hits mostly inhibitors | 280,000 compounds, 0.065% hits | AID 1469;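 note: plate controls were bound peptide for no effect and peptide without receptor for full effect; nearly all actives have a fitted effect of over 50% in size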
# Target sequence (P10828 whole entry, looked up): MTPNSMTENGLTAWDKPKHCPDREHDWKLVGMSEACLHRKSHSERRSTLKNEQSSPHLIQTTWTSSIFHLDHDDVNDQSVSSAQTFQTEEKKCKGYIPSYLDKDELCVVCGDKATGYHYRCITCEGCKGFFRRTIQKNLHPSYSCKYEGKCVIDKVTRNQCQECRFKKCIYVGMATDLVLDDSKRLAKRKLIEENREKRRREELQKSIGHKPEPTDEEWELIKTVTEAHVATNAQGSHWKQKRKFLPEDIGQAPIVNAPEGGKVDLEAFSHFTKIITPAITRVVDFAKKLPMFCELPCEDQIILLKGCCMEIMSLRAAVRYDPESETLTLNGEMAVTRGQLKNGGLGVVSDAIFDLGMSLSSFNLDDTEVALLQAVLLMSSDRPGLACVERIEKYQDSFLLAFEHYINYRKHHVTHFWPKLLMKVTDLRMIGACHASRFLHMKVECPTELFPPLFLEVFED
#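 Decrease in fluorescence polarization of 20 nM Texas Red SRC2 coactivator peptide flagged inhibition of its binding to 0.6 uM TRb LBD; 1 uM T3 included, incubation 5 hr, ex 555/em 632 nm.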
# TexasRed fluor = counter-screen for TRb-SRC2 inhibitors: fluorescence interference | TRb/SRC2 Texas Red total fluorescence interference | Potency, µM (series often up to 106 µM), inactives show at the top dose fluorescence change, negative = quenching | 280,000 compounds, 0.29% hits | AID 1479; active = well fitted curve in either direction with a large enough effect; inconclusive = small, poorly fitted or top-dose-only effect
#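 Flags fluorescent or light-absorbing compounds by total fluorescence, S + 2P, at 555 nm excitation and 632 nm emission. Mixture: 20 nM Texas Red SRC2 peptide, 0.6 uM human TRb LBD, 1 uM T3, 5% DMSO; compound exposure 5 h at ambient temperature.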
# An asterisk follows results filed as active; i = inactive; ? = inconclusive; . = not tested or not shown; & = joins results of further samples; [ ] = another dose, or the depositor's remark. Unless noted, calls come from the whole dose curve; as a rule, active = well fitted curve in the direction sought with a large enough effect; inconclusive = small, poorly fitted or top-dose-only effect, or another doubt; inactive = no such curve, though single readings can be large; an effect the other way counts as inactive or inconclusive. Unless noted, % is set by controls: 0 for no effect and ±100 for the full control effect; potency is the fitted concentration of half-maximal effect. Only part of the results is shown (hit frequency here may not be typical).
SMILES,RECQ1 helicase,JMJD2E inh,Tau ThT inhib,L3MBTL1 inh,Tau FP inhib,GoLoco inh red,TRb-SRC2 inh,TexasRed fluor
CN1CCN(Cc2ccc(-c3ccc(Cl)cc3)o2)CC1,i,-4%,-4%,.,4%,6%,-5%,1%
O=c1c2cccc3c2c(nn1-c1ccccc1)-c1ccccc1-3,0%,-2%,-7%,5%,-5%,5%,3%,-4%
N#CCCNc1c(Cl)cc(Cl)cc1C(=O)O,3%,-25%,-4%,-12%,-6%,7%,-7%,-2%
CCOc1ccc(CNC(=O)c2ccc3c(c2)nc2n3CCC(C)C2)cc1OC (stereo unspecified),.,.,-7%,.,2%,.,-2%,-2%
Cc1c(C(=O)NN)sc(=S)n1C,-1%,282%[activator],-16%,35%[activator],-5%,0%,6%,-3%
O=[N+]([O-])c1cccc(/C=N/n2c(C3CCCCC3)n[nH]c2=S)c1,0%,?,-7%,-3%,-2%,15%,-5%,0%
CCc1nnc(NC(=O)C(NC(=O)c2ccccc2Cl)C(C)C)s1 (stereo unspecified),-7%,7%,2%,0%,-6%,-4%,5%,1%
CCc1cccc(C)c1NC(=O)C1C2CCC(O2)C1C(=O)O (stereo unspecified),0%,-9%,-3%,.,1%,7%,3%,-5%
COc1cc(OC)c(NS(=O)(=O)c2cccc(C(=O)OCC(=O)NCC3CCCO3)c2)cc1Cl (stereo unspecified),-5%,-11%,-4%,-4%,-1%,5%,-6%,-2%
Fc1cccc(F)c1CSc1nc2ccccc2[nH]1,-2%,2%,2%,.,1%,5%,7%,1%
Nc1c(C(=O)NCc2ccc(Cl)cc2Cl)nnn1Cc1ccc(Br)cc1,.,.,10%,.,?,.,-1%,2%
Clc1ccc(CSc2ccc(-c3cccnc3)nn2)cc1,i,-4%,?,.,1%,4%,-1%,2%
COc1ccc(/C=N/NC(=O)c2ccc(COc3ccccc3Cl)o2)cc1,-5%,?,?,2%,-8%,9%,0%,1%
CN(C)c1oc(-c2cccs2)nc1C#N,-3%,?,-2%,-6%,-2%,-1%,3%,-1%
O=C(Nc1ccccc1)c1ccc(CSc2ncccn2)cc1,-4%,1%,?,-3%,-5%,2.2µM*,1%,1%
O=C(NCc1ccco1)c1ccc(NS(=O)(=O)c2cccc([N+](=O)[O-])c2)cc1,i,-5%,1%,2%,-7%,0%,1%,0%
Cc1cc(C)n(-c2ccc(C(=O)O)cc2)n1,-2%,-1%,7%,11%,-1%,-4%,5%,-24%
Cc1cc(C)n(CC(O)COc2ccccc2C(=O)Nc2ccccc2)n1 (stereo unspecified),i,4%,-3%,2%,4%,11%,2%,3%
Cc1ccc(Cn2c(C)c(CNCC(C)c3ccccc3)c(C(=O)O)c2C)cc1 (stereo unspecified),.,.,-5%,.,-4%,.,3%,-3%
Nc1nc(NCCCN2CCOCC2)nc(Nc2ccccc2F)c1[N+](=O)[O-],i,7%,-2%,-2%,-9%,5%,-6%,0%
Cc1ccc(C(=S)N2CCN(Cc3ccccc3)CC2)cc1,-1%,-14%,-13%,-5%[11.4 µM],-3%,-4%,2%,-5%
CC(C)C(c1nnnn1Cc1ccc(F)cc1)N1CCN(C2CCCCC2)CC1 (stereo unspecified),i,-5%,0%,6%,-3%,5%,-5%,2%
Cc1noc(C)c1C(=O)N1CCCC1,-1%,-7%,-1%,.,-4%,7%,7%,0%
COc1ccccc1C(=O)Nc1nnc2n1CCS2,.,.,2%,.,2%,.,-2%,3%
Cc1ccc(S(=O)(=O)c2nc(-c3ccc(F)cc3)oc2SCC(N)=O)cc1,-1%,-1%,-6%,-5%,-8%,10%,9%,2%

# Some of these compounds in order of molecular weight, descending.
SMILES,RECQ1 helicase,JMJD2E inh,Tau ThT inhib,L3MBTL1 inh,Tau FP inhib,GoLoco inh red,TRb-SRC2 inh,TexasRed fluor
Clc1ccc(CSc2ccc(-c3cccnc3)nn2)cc1,i,-4%,?,.,1%,4%,-1%,2%
CN(C)c1oc(-c2cccs2)nc1C#N,-3%,?,-2%,-6%,-2%,-1%,3%,-1%
Cc1c(C(=O)NN)sc(=S)n1C,-1%,282%[activator],-16%,35%[activator],-5%,0%,6%,-3%

# Next entries follow.
SMILES,RECQ1 helicase,JMJD2E inh,Tau ThT inhib,L3MBTL1 inh,Tau FP inhib,GoLoco inh red,TRb-SRC2 inh,TexasRed fluor
CCOC(=O)C1CCN(C(=O)C2CCN(c3nc4ccc(OC)cc4s3)CC2)CC1,16%,3%,?,5%,7%,8%,5%,-2%
CCOC(=O)CNC(=O)C(=O)c1c(O)[nH]c2ccccc12,-10%,-7%,-6%,-4%,5%,7%,-8%,-7%
CC(=O)NC1CC2CCCC(C1)N2C(=O)Nc1ccccc1 (stereo unspecified),-5%,9%,-3%,4%,-1%,7%,-14%,-1%
CCc1nnc(NC(=O)c2nc(S(=O)(=O)Cc3cccc(C)c3)ncc2Cl)s1,.,.,?,.,?,.,-2%,-2%
NS(=O)(=O)c1ccc(CCNC(=O)CSc2ccc3ccccc3c2)cc1,2%,-9%,-9%,-3%,-4%,4%,-3%,-1%
CCC(c1nnc(SCC(=O)N2CCOCC2)n1C1CCCCC1)N(C)C (stereo unspecified),-7%,2%,-2%,18%,-4%,7%,-4%,-1%
CCOC(=O)N1CCN(C(=O)CCl)CC1,19%,-22%,-4%,6%[11.4 µM],1%,-7%,-6%,-5%
CCCN(CCC)CCNC(=O)Cn1cc2c(n1)-c1c(oc(C(=O)N3CCCC3)c1C)CC2,.,.,0%,.,8%,.,-3%,-2%
Cc1ccc2nc(-c3ccco3)c(Nc3ccccc3)n2c1,-2%,?,-1%,7%,-1%,10%,8%,6%
OC(COCc1ccc2c(c1)OCO2)CN1CCCCC1 (stereo unspecified),-2%,3%,0%,.,0%,-1%,-10%,1%
O=C(O)CCCCCNC(=O)c1ccccc1,-3%,7%,-8%,.,2%,1%,8%,2%
Cc1cccc(C(=O)NC(=S)NCc2cccnc2)c1,-1%,11%,-3%,-3%,-2%,-3%,-5%,-1%
CC(C)CC(NC(N)=O)C(=O)NCCc1ccc(Cl)cc1 (stereo unspecified),-4%,-5%,-2%,.,-3%,-6%,0%,2%
COCCNc1nnnc2c1sc1nc(N3CCOCC3)c3c(c12)CCCC3,23%,-13%,-4%,2%,-4%,5%,2%,-1%
Cn1ccc2cc(S(=O)(=O)N3CCN(C(=O)Nc4cccc(F)c4)CC3)ccc21,.,.,8%,.,-8%,.,-7%,2%
CCOc1ncccc1C(=O)Nc1ncc(C)s1,-3%,-12%,-5%,3%,0%,3%,-4%,-6%
O=C(CSC1=NCCN1)NC(c1ccccc1)c1ccccc1,i,-5%,?,-4%,-11%,5%,-8%,-1%
COc1ccc(N(CC(=O)NCCc2ccc(C)cc2)S(=O)(=O)c2c(C)nn(C)c2C)cc1,.,.,-2%,.,-1%,.,8%,-1%
O=C(NCc1cccs1)c1ccc(CS(=O)(=O)c2ccc(Cl)cc2)o1,i,0%,-7%,.,2%,1%,-4%,-6%
CCOc1ccc(NC(=O)CCc2c(C)nc3cc(-c4ccccc4OC)nn3c2C)cc1,.,.,?,.,8%,.,0%,-2%
Cc1ccc(NC(=O)CN(C)C(=O)c2n[nH]c(=O)c3ccccc23)cc1,4%,3%,-3%,-3%,5%,2%,-2%,-1%
O=C(CC(CC(=O)c1ccc(Br)cc1)c1cccnc1)c1ccc(Br)cc1,i,-5%,-1%,.,-8%,3%,-4%,-6%
COc1ccc(C)cc1S(=O)(=O)Nc1ccc(F)c(Cl)c1,-4%,-3%,14%,22%,4%,8%,?,1%
Cn1c(=O)[nH]c(=O)c2c1nc(N1CCN(Cc3ccccc3)CC1)n2CCCc1ccccc1,i,-3%,2%,36%[activator],6%,-23%,-6%,-5%
O=S(=O)(c1cccc(-c2nnc(SCc3nc4ccccc4s3)o2)c1)N1CCOCC1,i,-20%,?,-1%,5%,106%[activator],14%,0%
SMILES,RECQ1 helicase,JMJD2E inh,Tau ThT inhib,L3MBTL1 inh,Tau FP inhib,GoLoco inh red,TRb-SRC2 inh,TexasRed fluor
O=C(CN(CC1CCCO1)C(=O)CNS(=O)(=O)c1ccccc1)NCc1ccccc1 (stereo unspecified),-17%,0%,-2%,10%[11.4 µM],9%,6%,-6%,0%
COc1cccc(-n2c(COc3ccc(C)cc3)nnc2SCC(=O)O)c1,-15%,6%,9%,7%,2%,-5%,0%,-3%
COc1ccc(Cl)cc1/C=C(\C#N)C(N)=O,12%,?,13%,-17%,6%[2.34 µM],0%,-7%,2%
O=C(Nc1ccc2c(c1)OCCO2)c1cc(-c2ccccc2)nc2ccccc12,-9%,-24%,-6%,-2%,?,-7%,3%,-6%
O=c1[nH]nc(-c2ccccc2)c2ccccc12,-3%,0%,-10%,-6%,3%,43%[activator],-7%,-1%
CCOC(=O)C1=C(C)NC(C)=C(C(=O)OCC)C1C(=O)OCC(=O)N1CCC(C)CC1,-4%,?,11%,-3%&0%,5%,11%,-1%,2%
Nc1nc(SCC(=O)N2CCCc3ccccc32)n(-c2ccccc2)n1,-8%,1%,-14%,.,-1%,13%,-15%,-1%
COc1ccccc1-c1cncnc1NCCc1cnc[nH]1,i,8%,-4%,.,0%,0%,6%,-27%
O=C(O)c1cccc(C(=O)Nc2cccc(NC(=O)C3CCCO3)c2)c1 (stereo unspecified),-6%,4%,-13%,.,-1%,1%,3%,-1%
Cn1cnc(NCc2ccccc2)c1[N+](=O)[O-],0%,?,-7%,8%,-8%,52%[activator],-5%,-1%
O=C(CC1(O)C(=O)Nc2cc(Cl)cc(Cl)c21)c1ccncc1 (stereo unspecified),-2%,1%,?,17%[11.4 µM],6%,2%,7%,-2%
Cc1cc(C)c(NC(=O)c2sc3nc(C)[nH]c(=O)c3c2C)c(C)c1,i,-8%,-3%,7%,-5%,1%,-3%,-1%
CCOc1ccccc1N=c1oc2cc(O)ccc2cc1C(=O)NCC1CCCO1 (stereo unspecified),-4%,-3%,?,.,8%,19%,7%,-1%
CCOc1ccc(-c2cn3ccccc3n2)cc1,i,-2%,7%,-12%,3%,32%[activator],-14%,-2%

# From PubChem BioAssay
